# Source: PubChem BioAssay
# RXFP1 ag: activates the human relaxin receptor RXFP1. Q9HBX9. HEK293T-RXFP1 cAMP TR-FRET, 30 min; response scale: percent of porcine relaxin response, buffer zero. Potency, µM (doses to about 57.5 µM), for the others: at the highest dose activation, hits mostly activators. actives 0.3% (n = 370,000); active = well fitted activation curve with a large enough effect; inconclusive = small, poorly fitted or top-dose-only effect; also: potency is read from the fitted curve at half-maximal effect; % is scaled to controls: 0 for no effect and ±100 for the full control effect; nearly all actives have a fitted effect of over 60% in size; many of its hits are not listed in these tables
#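 HEK293 cells stably expressing RXFP1, treated 30 min at 37C with compounds plus PDE4 inhibitor Ro 20174; cAMP measured by HTRF TR-FRET. Normalized to buffer and 29 nM porcine relaxin; EC50 by Hill fit.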
# TRHR PAM: allosterically enhances the human TRH receptor; P34981; enhancement, % at 2 µM; TRHR cells, fluo-8 calcium fluorescence, EC20 TRH enhancement; actives 0.66% (n = 360,000); in the data active = enhancement above about 30%; also: 0% is about no effect
# Target sequence (P34981 whole entry, looked up): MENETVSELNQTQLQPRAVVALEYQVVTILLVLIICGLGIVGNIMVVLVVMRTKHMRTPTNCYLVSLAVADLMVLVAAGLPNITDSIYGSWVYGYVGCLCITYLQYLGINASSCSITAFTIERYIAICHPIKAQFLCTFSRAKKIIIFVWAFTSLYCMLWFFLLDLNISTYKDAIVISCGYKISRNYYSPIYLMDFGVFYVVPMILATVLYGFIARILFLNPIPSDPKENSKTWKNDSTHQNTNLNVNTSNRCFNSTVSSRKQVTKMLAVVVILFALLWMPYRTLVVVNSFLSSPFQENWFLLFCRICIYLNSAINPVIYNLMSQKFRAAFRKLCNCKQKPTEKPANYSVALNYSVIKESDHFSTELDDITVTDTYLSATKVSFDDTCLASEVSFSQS
#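 TRHR-expressing cells loaded with fluo-8 calcium dye were read kinetically (ex 480/em 530) during compound addition, then stimulated with an EC20 of TRH (10 nM final). Enhancement of the Gq-mediated intracellular calcium response was scored.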
# D2 agonist: activates the human D2 dopamine receptor; P14416; HEK293 T-REx D2 cells, calcium flux agonist mode; activation, % at 2 µM; actives 0.53% (n = 340,000); AID 485358;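 active = activation over 3 SD above normal in the single-dose calcium agonist read, cut at about 30% in these data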; also: 0% is about no effect
# Target sequence (P14416 whole entry, looked up): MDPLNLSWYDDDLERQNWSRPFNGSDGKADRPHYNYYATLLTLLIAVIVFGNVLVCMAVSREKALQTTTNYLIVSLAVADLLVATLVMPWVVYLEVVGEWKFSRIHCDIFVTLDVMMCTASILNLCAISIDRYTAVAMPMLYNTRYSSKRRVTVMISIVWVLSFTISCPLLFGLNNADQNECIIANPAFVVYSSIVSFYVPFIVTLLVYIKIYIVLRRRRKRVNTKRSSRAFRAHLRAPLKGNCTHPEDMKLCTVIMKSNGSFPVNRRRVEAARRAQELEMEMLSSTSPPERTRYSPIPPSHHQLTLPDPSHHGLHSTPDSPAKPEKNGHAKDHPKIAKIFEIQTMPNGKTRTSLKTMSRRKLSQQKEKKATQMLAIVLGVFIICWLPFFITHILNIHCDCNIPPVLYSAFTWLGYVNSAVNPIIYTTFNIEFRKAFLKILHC
#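 Tetracycline-induced HEK293 T-REx cells with force-coupled D2 receptor, plated overnight at 30 C, loaded with no-wash calcium dye. After a 10 s baseline, compound was pin-added and calcium flux read kinetically for 180 s; calcium rises flagged agonists.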
# D1 PAM: human D1 dopamine receptor positive modulation; AID 504651; HEK293 TREx D1 cells, calcium flux, dopamine EC20 potentiation; P21728; actives 0.036% (n = 360,000); potentiation, % at 10 µM; in the data active = potentiation above about 30%; also: 0% is about no effect
# D2 PAM: positively modulates the human D2 dopamine receptor allosterically. P14416. HEK293 T-REx D2, calcium flux, EC20 dopamine potentiation. potentiation, % at 10 µM. actives 0.34% (n = 340,000);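 active = potentiation over 3 SD above the plate norm, cut at about 30% in these data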; also: 0% is about no effect
#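 Primary screen. Calcium kinetics in induced HEK293 T-REx D2 cells: compound pre-addition 180 s, EC20 dopamine, 180 s more.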
# D1 antag: blocks dopamine activation of the human D1 receptor; HEK293 TREx D1 cells, calcium flux, dopamine EC80; active compounds read low; activity change, negative = inhibition, % at 10 µM; AID 504652; actives 3.2% (n = 360,000); in the data active = activity change below about -30%; also: % is scaled to controls: 0 for no effect and ±100 for the full control effect
#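 Using tetracycline-induced force-coupled D1 Hek293 cells and a calcium dye, signals were followed for 180 s after compound, then for 180 s after EC80 dopamine, to detect inhibitors.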
# D2 antagonist: D2 dopamine receptor (human) antagonism; P14416; HEK293 TREx D2 cells, calcium flux, dopamine EC80; inhibition, % at 10 µM; actives 2% (n = 340,000); AID 485344; in the data active = inhibition above about 30%; also: 0% is about no effect
#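 Compounds are added to dye-loaded, induced HEK293 T-REx cells coupled to calcium release via D2; after a 3 min kinetic read an EC80 dopamine stimulus is given and fluorescence is recorded for 3 more min.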
# D1 ag: human D1 receptor agonism; P21728; HEK293 T-REx D1 cells, calcium flux, agonist mode; activation, % at 2 µM; actives 1% (n = 360,000); in the data active = activation above about 30%; also: 0% is about no effect
#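 Inducible HEK293 T-REx D1 cells, force-coupled to calcium signalling, were plated at 4000 cells/well with tetracycline and held overnight at 30 C. After no-wash calcium dye loading, compound-evoked calcium rise over 180 s flagged agonists.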
# RXFP1 antag: RXFP1 (human) relaxin receptor antagonism; AID 1259400; Q9HBX9; activity change, negative = inhibition, % at 57.5 µM; HEK293-RXFP1, relaxin-stimulated cAMP HTRF, 30 min; active compounds read low; actives 0.59% (n = 350,000);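 active = activity change of -60% or lower, but not beyond a set lower limit; inconclusive = change between -60% and -40%, or beyond the set limit; inactive = change above -40%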; also: % is scaled to controls: 0 for no effect and ±100 for the full control effect
# * hit, by the source's call; ? = inconclusive; · = no result given.
SMILES,RXFP1 ag,TRHR PAM,D2 agonist,D1 PAM,D2 PAM,D1 antag,D2 antagonist,D1 ag,RXFP1 antag
NNC(=O)CNC(=O)c1cccc(Br)c1,1.2%,1,1.1,-4,-8,11,15,1,-4
Cc1ccccc1NC(=O)C(=O)Nc1ccccc1C,-0.1%,-3,-0.7,5,8,3,16,5,-8
COc1ccc(CC(=O)Nc2nc(C(C)(C)C)cs2)cc1,-0.1%,-6,-0.2,-9,-8,9,-1,8,?
CCOC(=O)c1cnc(SCC(=O)N2CCC(C(N)=O)CC2)nc1N,-0.6%,18,-0.5,-5,-3,-16,2,2,-7
COc1cccc(S(=O)(=O)NCC(=O)N2CCCCCC2)c1,1.8%,-7,0.2,1,2,-6,8,1,-2
CCCC(C(=O)NC(C)(C)C)N(CCN1CCOCC1)C(=O)CNS(=O)(=O)c1ccccc1 (stereo not drawn),1.4%,-1,2.0,-8,·,-1,-14,-1,1
O=C(NCCOc1ccccc1)C(c1ccccc1)c1ccccc1,-0.4%,4,1.0,-2,-9,2,-9,7,-1
Cc1[nH]c(C)c(S(=O)(=O)NCc2ccccc2Cl)c1C(=O)N1CCCC1,0.2%,0,0.8,-1,-5,-6,18,0,12
O=C(Nc1ccc(F)cc1)N1CCN(c2ncccn2)CC1,-0.6%,-1,1.2,-1,0,-22,-19,4,9
CCn1nnc(NC(=O)C(c2ccccc2)c2ccccc2)n1,1.5%,2,-0.5,-1,7,34,-10,4,-8
Cc1ccc(C)c(-c2ccc(=O)n(Cc3cccc(Br)c3)n2)c1,3.0%,-3,-1.8,-4,-8,17,-2,14,-26
Cc1sc2ncn(CC(=O)NCC3COc4ccccc4O3)c(=O)c2c1S(=O)(=O)N1CCCCC1 (stereo not drawn),0.5%,-11,0.2,2,2,-37*,-18,2,-2
CC(C)(C)c1cc(N)on1,1.6%,5,0.8,-5,4,-1,-6,7,·
O=C(Nc1ccc2c(c1)CCC2)C1CCN(c2c3c(nc4ncnn24)CCC3)CC1,1.0%,25,-0.4,-5,-10,-15,3,7,-10
COc1ccc(/C=C(/NC(=O)c2cccs2)C(=O)Nc2ccc(C)cc2)cc1OC,3.2%,-2,0.5,-7,-7,-6,-12,1,-3

# An excerpt of these results, with two lines to a compound.
# Results follow in this order: RXFP1 ag	TRHR PAM	D2 agonist	D1 PAM	D2 PAM	D1 antag	D2 antagonist	D1 ag	RXFP1 antag
NNC(=O)CNC(=O)c1cccc(Br)c1
    1.2%	1	1.1	-4	-8	11	15	1	-4
Cc1ccccc1NC(=O)C(=O)Nc1ccccc1C
    -0.1%	-3	-0.7	5	8	3	16	5	-8
COc1ccc(CC(=O)Nc2nc(C(C)(C)C)cs2)cc1
    -0.1%	-6	-0.2	-9	-8	9	-1	8	?
CCOC(=O)c1cnc(SCC(=O)N2CCC(C(N)=O)CC2)nc1N
    -0.6%	18	-0.5	-5	-3	-16	2	2	-7
COc1cccc(S(=O)(=O)NCC(=O)N2CCCCCC2)c1
    1.8%	-7	0.2	1	2	-6	8	1	-2
CCCC(C(=O)NC(C)(C)C)N(CCN1CCOCC1)C(=O)CNS(=O)(=O)c1ccccc1 (stereo not drawn)
    1.4%	-1	2.0	-8	·	-1	-14	-1	1
O=C(NCCOc1ccccc1)C(c1ccccc1)c1ccccc1
    -0.4%	4	1.0	-2	-9	2	-9	7	-1
Cc1[nH]c(C)c(S(=O)(=O)NCc2ccccc2Cl)c1C(=O)N1CCCC1
    0.2%	0	0.8	-1	-5	-6	18	0	12
O=C(Nc1ccc(F)cc1)N1CCN(c2ncccn2)CC1
    -0.6%	-1	1.2	-1	0	-22	-19	4	9
CCn1nnc(NC(=O)C(c2ccccc2)c2ccccc2)n1
    1.5%	2	-0.5	-1	7	34	-10	4	-8
Cc1ccc(C)c(-c2ccc(=O)n(Cc3cccc(Br)c3)n2)c1
    3.0%	-3	-1.8	-4	-8	17	-2	14	-26
Cc1sc2ncn(CC(=O)NCC3COc4ccccc4O3)c(=O)c2c1S(=O)(=O)N1CCCCC1 (stereo not drawn)
    0.5%	-11	0.2	2	2	-37*	-18	2	-2
CC(C)(C)c1cc(N)on1
    1.6%	5	0.8	-5	4	-1	-6	7	·

# The list continues.
SMILES,RXFP1 ag,TRHR PAM,D2 agonist,D1 PAM,D2 PAM,D1 antag,D2 antagonist,D1 ag,RXFP1 antag
CCCCn1c(N)c(N(Cc2ccccc2OC)C(=O)CCC(C)C)c(=O)[nH]c1=O,-2.1%,-2,-0.5,-10,19,0,5,0,-2
O=C(N/N=C/c1ccccc1O)NC12CC3CC(CC(C3)C1)C2,0.2%,1,1.6,0,-4,17,-5,11,-23
CC1(C(=O)N/N=C/c2cc3c(cc2Br)OCO3)CC1(Br)Br (stereo not drawn),5.6%,-2,-3.4,-4,-2,23,-5,4,-83*
O=[N+]([O-])c1ccc(Cl)c(CN2CCN(c3ncccn3)CC2)c1,2.7%,-3,8.5,-2,-7,24,33*,4,0
COc1cc(Cl)c(C)cc1NC(=O)c1c(C)oc2nc(C)nc(N3CCCC3)c12,0.0%,12,-0.2,2,-2,4,·,3,-6
CCN(CCCNC(=O)CC(C(=O)N1CCc2ccccc21)n1ccnc1)c1cccc(C)c1 (stereo not drawn),0.5%,8,-0.6,2,-1,10,-7,-1,-10
O=S(=O)(c1ccc2ccccc2c1)N1CCN(S(=O)(=O)N2CCOCC2)CC1,1.6%,-1,0.3,-7,-1,3,-1,1,0
O=c1c2nnn(Cc3ccccc3)c2ncn1-c1ccccc1,0.9%,6,0.8,-1,7,10,-13,0,-4
Cc1occc1C(=O)NNS(=O)(=O)c1ccc([N+](=O)[O-])cc1,-0.3%,-3,-3.3,-3,·,-5,0,2,1
CCOc1ccc(CNC(=O)Cn2nc(N3CCN(c4ccccc4)CC3)ccc2=O)cc1,2.0%,-4,·,-6,-7,-7,·,4,-6
COC(=O)/C(=C\Nc1ccccc1)NC(=O)c1ccc(Cl)cc1Cl,-2.5%,6,0.2,-3,9,21,-20,-1,-4
COc1ccc(Br)cc1C(=O)O,-0.2%,7,-0.5,-1,8,-8,-6,1,-5
COc1ccc(NC(=O)COc2ccc(/C=N/n3c(C)nnc3C)cc2OC)cc1,-1.4%,8,-0.1,-12,-17,3,-32,5,-11
COc1ccc(C(=O)NCC(=O)OCn2nnc3ccccc3c2=O)cc1OC,4.8%,-3,0.3,2,5,-8,9,2,·
CCCn1c(=O)c2c(c3ccccc31)OC(C)C(=O)N2 (stereo not drawn),-0.4%,5,-0.7,-5,-10,-3,-6,1,6
CCOC(=O)c1cnc(SC)nc1N1CCCC1,-1.9%,6,0.3,2,-9,-5,-1,0,-2
CCc1noc(C)c1C(=O)NNC(=O)COc1ccc(C)cc1,0.8%,10,-0.3,0,-7,2,22,2,13
Cc1cc(C)c(S(=O)(=O)N(C)c2ccccc2)c(C)c1,-2.7%,-5,-1.6,-2,-4,-6,-4,-1,-12
COc1cc(CC(=O)NC(c2ccccc2)c2ccccc2)cc(OC)c1OC,3.0%,-3,-2.5,-7,·,0,7,1,-5
Cc1cccc(C(c2sc3nc(-c4ccco4)nn3c2O)N2CCN(c3ccccc3)CC2)c1 (stereo not drawn),0.3%,6,0.4,3,7,·,·,1,-14
O=C(Nc1cccc(C(F)(F)F)c1)C1=CC=CN2CCS(=O)(=O)N=C12,-2.1%,-1,-0.3,-5,4,-19,-31,0,6
CC1CC(C)CN(CCCNC(=O)C2CCCN(c3ncnc4c3nc3n4CCCCC3)C2)C1 (stereo not drawn),14%,4,-0.8,1,-15,15,34*,-3,-7
Fc1ccccc1-c1n[nH]c(=S)n1CC1CCCO1 (stereo not drawn),0.8%,7,-0.1,-4,1,-17,-2,-1,-10
Cc1ccc(C(=O)NNC(=O)c2ccccc2O)cc1S(=O)(=O)N1CCCCC1,0.1%,3,0.0,-4,9,-26,2,6,-2
COc1ccc(NC(=O)Cn2c([N+](=O)[O-])cnc2C)cc1Cl,3.1%,-5,0.3,-8,-4,4,17,1,-11
Cc1cccc(N(Cc2ccccc2)C(=O)c2cc(S(=O)(=O)N3CCOCC3)ccc2Cl)c1,0.3%,2,-0.3,5,5,4,-4,9,4
Nc1nc2n(n1)C(c1ccco1)CC(c1ccc(Cl)cc1)N2 (stereo not drawn),-1.1%,-2,0.0,-4,9,13,0,0,6
Cc1cccc(NC(=O)c2cnn(-c3ccccc3)c2-n2cccc2)c1C,0.6%,0,-1.0,-2,11,-5,·,14,-24
COc1ccc(NC(=O)C2CCCCN2N)cc1OC (stereo not drawn),0.1%,4,-0.4,-2,-4,-2,-18,0,5
COc1ccccc1CNC(=O)CSc1nc(-c2ccc(OC)c(OC)c2)cc(C(F)(F)F)n1,14%,-2,-0.8,0,-2,7,·,1,-17
Cc1cccc(N2CCN(CC3CCCCC3)CC2)c1C,0.1%,-2,0.5,3,-38,36,73*,1,-13
NC(=O)COc1ccccc1C1=NO[C@@](CC(=O)O)(C(=O)Nc2ccc3c(c2)OCCO3)C1,-1.5%,5,2.6,1,-2,-2,-10,4,6
O=C(CCN1C(=O)c2ccccc2S1(=O)=O)Nc1cc(Cl)ccc1Cl,2.9%,-6,0.6,2,9,2,11,5,0
COc1cc(/C=N\NC(=O)c2ccc(Cn3nc([N+](=O)[O-])c(Cl)c3C)o2)ccc1O,1.7%,-3,·,-3,·,-3,·,1,-4
COC(=O)C1C(=O)c2c([nH]c(C(=O)OC3CCCCCC3)c2C)CC1C (stereo not drawn),4.4%,-3,1.4,-6,0,0,10,0,-24
Cn1c(=O)c2c(nc(NCCc3ccccc3)n2Cc2cccc(Br)c2)n(C)c1=O,8.6%,-10,-0.4,-1,·,13,·,0,·
CCN1C(=O)/C(=C\N(C)C)NC1=S,-0.3%,-4,0.5,4,0,-16,15,7,5
CC(CNC(=O)c1ccc(C#N)cc1)NC(=O)c1ccc(C#N)cc1 (stereo not drawn),0.0%,8,1.0,-1,6,1,23,1,0
CCOC(=O)CNC(=S)N(Cc1ccc(C)cc1)Cc1ccc(C)o1,-0.9%,-7,-1.4,-4,-8,-9,-8,5,-3

# This is a subset; count on the stated rates, not on these rows.
